Screening data from PubChem.
DAGLB inhibitor – blocks human DAGLB lipase activity. Q8NCG7. hit rate 0.059% among 340,000. inhibition, % at 5.17 µM. HEK293T DAGLB membrane lysate, EnzChek fluorogenic substrate; in the data active = inhibition above about 34%;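 also: 0% = enzyme with vehicle and 100% = wells lacking enzyme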
V-ATPase pH – regulators of yeast V-ATPase proton transport | hit rate 0.37% among 350,000 | response, % at 10 µM | AID 504577 | S. cerevisiae, pHLuorin cytosolic pH fluorescence; in the data active = response mostly above about 7.3%, no sharp cut-off; inactive = mostly below about 5.4%; also: actives read high; inactives centre near 0; some compounds called inactive have numbers as strong as hits
Arr AP2 block – inhibitors of human beta-arrestin and AP2 interaction; FITC-arrestin peptide / GST-AP2 beads, flow cytometry; AP2 beta2 appendage carries R879A mutation; inhibition, % at 10 µM; hit rate 0.31% among 340,000; AID 504490;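 active = inhibition above a set limit, near 3 SD of compounds lacking own fluorescence, cut at about 54% in these data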;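 also: plate controls were DMSO wells for no effect and 5 µM unlabelled arrestin peptide for full effect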
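Material – AP2 appendage R879A on GSH beads · Buffer or medium – PBS with 0.05% Tween 20 and 0.1% BSA · Probe or stimulus – fluorescein-tagged arrestin peptide at 50 nM final · Incubation – compound with beads 12 min RT, then probe 1 h RT · Detection – high-throughput flow cytometry of beads, ex 488, em 535 nm · Evaluation – percent response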
CAL PDZ FP-1 – blocks peptide binding to human CAL PDZ domain; Q9HD26; purified CAL PDZ, TMR-peptide fluorescence polarization, 1 h; inhibition, % at 20 µM; hit rate 0.02% among 330,000; AID 504414;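 active = highest replicate inhibition of at least 40%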;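 also: plate controls were DMSO neutral control wells for no effect and unlabeled competitor peptide control wells for full effect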
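Read-out basis: mP drop reported as inhibition | Assay system: Tagged CAL PDZ protein CerCALP, purified | Benchmarks: Unlabelled peptide for full inhibition, DMSO wells as neutral | Schedule: 1 h incubation at room temperature before polarization reading | Buffer or medium: Sodium phosphate/NaCl buffer pH 7.4 with TCEP, IgG, Thesit | Doses: Single point, 20 µM | Measured by: Fluorescence polarization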
NSD2 HMT inh – NSD2 (human) methyltransferase inhibition | hit rate 0.54% among 310,000 | inhibition, % at 12.5 µM | O96028 | AID 743445 | NSD2 peptide methylation, AlphaScreen, 120 min; in the data active = inhibition above about 50%
CAL PDZ FP-2 – CAL PDZ (human) peptide binding inhibition. Q9HD26. purified CAL PDZ, TMR-peptide fluorescence polarization, 1 h. inhibition, % at 24.9 µM. hit rate 0.92% among 300,000. AID 602252;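 active = mean inhibition of at least 30% with at least half of replicates also reaching 30%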;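 also: 0% = DMSO neutral control and 100% = excess unlabeled competitor peptide PRC23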
Cardiac RTF inh – cardiac RTF calcium desensitization; IANBD-labeled cardiac RTF, Ca2+ fluorescence; inhibition, % at 7.15 µM; hit rate 0.12% among 340,000;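 active = inhibition above the mean inhibition of all tested compounds plus 3 SD, cut at about 17% in these data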;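 also: assay run at fixed EC70 calcium of 1.6 mM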
Keap1 Nrf2 FP – disrupts human Keap1 binding to Nrf2 peptide | Q14145 | Keap1 Kelch-Nrf2 peptide fluorescence polarization, 1536-well | inhibition, % at 9.4 µM | hit rate 0.15% among 340,000; in the data active = inhibition above about 12%;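 also: human Keap1 Kelch domain with fluorescein labeled Nrf2 9mer peptide probe; 0% = neutral control wells and 100% = peptide positive control; higher means more block of Keap1 binding to Nrf2 peptide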
DSG3 Ab inh – blocks pemphigus antibody binding to human desmoglein-3; P32926; DSG3-coupled beads, scFv-anti-DSG3-GFP binding, flow cytometry; active compounds read low; binding (percent of control), % at 10 µM; hit rate 0.48% among 310,000;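 active = binding more than 3 SD below its plate's average and above zero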;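 also: hits lower antibody fragment binding to DSG3; some compounds called inactive have numbers as strong as hits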
LANA DNA inh – blocks KSHV LANA C-terminal domain binding to DNA; MBP-C-LANA/FAM-LBS DNA binding, fluorescence polarization; inhibition, % at 9 µM; hit rate 0.078% among 340,000;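 active = highest replicate inhibition at or above 60% at 9 µM, even if other replicates fall short; inactive = all replicates below 60% inhibition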;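 also: 0% = neutral control wells and 100% = 4 µM acridine orange control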
Starred values were filed as active, the others as inactive; x = no result given; + = active, no number. These rows are one share of the data (hit frequency here may not be typical).

SMILES | DAGLB inhibitor | V-ATPase pH | Arr AP2 block | CAL PDZ FP-1 | NSD2 HMT inh | CAL PDZ FP-2 | Cardiac RTF inh | Keap1 Nrf2 FP | DSG3 Ab inh | LANA DNA inh
CC(C)(CN1CCN(C(c2ccccc2)c2ccccc2)CC1)NS(=O)(=O)c1ccccc1 | -10 | -2 | -6 | 0.2 | -2 | 0 | 0 | 1 | 86 | -2.8
Cc1ccc(C(=O)N2N=C(c3ccc(NS(C)(=O)=O)cc3)CC2c2cccs2)cc1 (configuration not stated) | 2 | 1 | 4 | x | -3 | -11 | -4 | 2 | 103 | 1.4
CCN(C(=O)COC(=O)c1cc(S(=O)(=O)N(C)C)ccc1Cl)C1CCS(=O)(=O)C1 (configuration not stated) | -1 | 3 | 2 | -1.6 | -1 | -3 | -4 | 1 | 100 | -2.3
CC(C)Oc1ccc2ccccc2c1C=O | -2 | 7 | 20 | 0.1 | 1 | 0 | -12 | 4 | 89 | -2.8
Cc1cccc(NC(=O)COc2ccc(Br)cc2/C=N/O)c1 | -7 | 3 | -5 | -1.1 | -2 | 0 | -7 | 1 | 107 | 0.5
COc1ccccc1-n1c(SCC(=O)NC2CCS(=O)(=O)C2)nc2ccccc2c1=O (configuration not stated) | -3 | 3 | 15 | -0.3 | -1 | 30 | 2 | 0 | 96 | 2.0
Cc1cc(Cl)cc(C)c1OCCNCc1ccccc1 | -11 | -1 | 8 | -1.1 | 2 | -3 | -1 | -4 | 102 | -1.3
COC(=O)Cn1cnc2ccccc2c1=O | 0 | 0 | -2 | 0.4 | 3 | -1 | 4 | -5 | 95 | 0.7
COC(=O)C1=C(CN2CCc3ccccc32)NC(=O)NC1c1cc(C)ccc1C (configuration not stated) | 9 | 0 | -2 | -0.3 | -1 | x | -4 | -6 | 106 | 1.0
Cc1ccc(CC2CC(=O)N(c3ccc(Cl)cn3)C2=O)cc1 (configuration not stated) | -3 | -1 | 23 | -0.8 | -4 | -1 | -8 | 1 | 104 | -2.6
COc1ccc(C(=O)Nc2cc(C(C)=O)c(/C=C/N(C)C)oc2=O)cc1 | -4 | 1 | 15 | 0.4 | 1 | -7 | -35 | -2 | 112 | 0.6
COc1nc(-c2ccncc2)nc2ccccc12 | -6 | 0 | -2 | -2.3 | -5 | -3 | -6 | -1 | 108 | 1.8
COc1ccc(/C=N\NC(=O)CNC(=O)C(c2ccccc2)c2ccccc2)cc1[N+](=O)[O-] | 5 | 7 | -3 | 0.2 | -2 | -1 | 10 | 1 | 108 | 2.2
CC(OC(=O)[C@@H]1CCCN1C(=O)c1cccs1)C(=O)Nc1cccc([N+](=O)[O-])c1 (some centres not stated) | -3 | -1 | 9 | -0.5 | -1 | x | -5 | -3 | 89 | 0.3
COC(=O)c1ccc(C(=O)Nc2ccc(N)cc2N)cc1 | -37 | 3 | 8 | -3.1 | x | 1 | -86 | -8 | 100 | 0.8
CC(C)n1c(O)c(/C=C2\C=NN=C2c2ccccc2)sc1=S | -8 | 2 | -22 | -0.5 | 5 | -4 | 0 | 0 | 106 | 1.8
COc1ccc(N(C(=O)CNC(=O)c2ccco2)C(C(=O)NCC2CCCO2)c2ccc(OC)c(OC)c2)cc1 (configuration not stated) | 1 | 3 | 5 | -1.7 | x | 9 | 1 | -9 | 109 | -1.1
CCOc1ccc(OCC)c(NC(=O)CCCN2C(=O)c3cccnc3C2=O)c1 | -2 | -1 | 10 | -3.0 | 4 | -2 | 1 | 0 | 101 | 0.5
CC(C)C[C@@H](CNCC(=O)[C@H](C)NC(=O)c1[nH]cnc1C(=O)N[C@H](CN)CC(C)C)NC(=O)c1nc[nH]c1C(=O)N[C@@H](C)C(=O)O | -1 | 1 | 12 | 1.0 | x | 4 | -2 | -2 | 105 | 3.6
CN(C(=O)c1cc2sccc2n1C)C1CCCCC1 | 2 | 2 | 10 | -1.6 | 12 | x | 4 | -9 | 103 | -1.4

Filtered by structure, those above with a nitro group on carbon.
SMILES | DAGLB inhibitor | V-ATPase pH | Arr AP2 block | CAL PDZ FP-1 | NSD2 HMT inh | CAL PDZ FP-2 | Cardiac RTF inh | Keap1 Nrf2 FP | DSG3 Ab inh | LANA DNA inh
COc1ccc(/C=N\NC(=O)CNC(=O)C(c2ccccc2)c2ccccc2)cc1[N+](=O)[O-] | 5 | 7 | -3 | 0.2 | -2 | -1 | 10 | 1 | 108 | 2.2
CC(OC(=O)[C@@H]1CCCN1C(=O)c1cccs1)C(=O)Nc1cccc([N+](=O)[O-])c1 (some centres not stated) | -3 | -1 | 9 | -0.5 | -1 | x | -5 | -3 | 89 | 0.3

Next entries follow.
SMILES | DAGLB inhibitor | V-ATPase pH | Arr AP2 block | CAL PDZ FP-1 | NSD2 HMT inh | CAL PDZ FP-2 | Cardiac RTF inh | Keap1 Nrf2 FP | DSG3 Ab inh | LANA DNA inh
NC(=O)[C@@H]1CCCN1C(=O)[C@@H](Cc1cnc[nH]1)NC(=O)[C@@H]1CCC(=O)N1 | -3 | 0 | 1 | -0.1 | -1 | -2 | 8 | 0 | 105 | -1.2
CSc1nc(N2CCOCC2)c2ccccc2n1 | 2 | -1 | 2 | -0.6 | 4 | -6 | -8 | -2 | 93 | 0.4
Cc1c(NC(=O)C(C)OC(=O)c2cccnc2)c(=O)n(-c2ccccc2)n1C (configuration not stated) | -1 | -3 | 2 | 2.9 | 4 | -3 | -12 | -7 | 106 | -0.5
Clc1ccc(N2CCCCCC2)nn1 | 2 | -1 | -3 | -0.9 | 5 | x | -2 | -2 | x | 0.9
O=C(C1CCN(S(=O)(=O)c2cccc3cccnc23)CC1)N1CCc2ccccc21 | -1 | 1 | 16 | -3.0 | x | -3 | -6 | -3 | 93 | 0.5
Cc1ccc(C(=O)N/N=C\c2ccccn2)cn1 | 1 | -2 | -13 | -0.8 | -14 | + | -7 | -2 | 110 | -1.3
O=c1cc(-c2ccccc2)nc(SCc2ccccc2)[nH]1 | 3 | 0 | 19 | -0.4 | -1 | 5 | -10 | -1 | 110 | 4.2
Cc1ccc(S(=O)(=O)N2CCCC(C(=O)NCC3COCCO3)C2)cc1 (configuration not stated) | -2 | -1 | 4 | x | 0 | -4 | -5 | -7 | 110 | -1.1
CN(CC(=O)N1CCc2ccccc21)S(=O)(=O)c1ccc(Cl)cc1 | -1 | 0 | 33 | -2.2 | x | -3 | 1 | -4 | 101 | -2.4
COC(=O)c1ccccc1NC(=O)CSc1[nH]c(=O)cc(C)c1C#N | 4 | 14 | -5 | x | -1 | 2 | 7 | -2 | 100 | 0.3
Cc1ccc(S(=O)(=O)N/N=C/c2c[nH]c3ccccc23)cc1 | 0 | 2 | -17 | 0.1 | 2 | x | -9 | -3 | 96 | 0.1
Cc1ccc(NC2CC(C)NC(=S)N2)cc1 (configuration not stated) | 2 | 3 | -3 | 0.4 | 0 | x | -3 | -3 | 111 | 0.4
COC(=O)Nc1ccc(S(=O)(=O)N2CCC(Cc3ccccc3)CC2)cc1 | -6 | 7 | 28 | -1.8 | 0 | -4 | 7 | -3 | x | 1.0
COc1ccccc1C(=O)Nc1ccc(N2CCCCC2)cc1 | 3 | -2 | -7 | 0.4 | 2 | 0 | -12 | 3 | 102 | -0.4
COc1cccc(SCc2noc(C(=O)NCc3ccccc3)c2C(=O)NCc2ccccc2)c1 | -6 | -2 | 5 | -0.6 | x | 0 | 0 | -3 | 102 | 0.3
O=c1c(CN2CCN(Cc3ccccc3)CC2)coc2ccc(Cl)cc12 | 2 | 3 | 5 | 0.1 | 4 | 0 | -3 | 0 | 106 | 2.2
O=C(Nc1cccc(C(=O)O)c1)/C(=C/c1ccc([N+](=O)[O-])cc1)NC(=O)c1ccccc1 | 2 | 2 | 46 | -2.2 | 0 | x | 2 | 2 | 101 | 0.3
COC(=O)c1ccc(/C=N/NC(=O)CNc2cccc(C)c2)cc1 | x | -1 | 5 | -0.3 | 2 | 4 | x | 3 | 104 | 0.3
CCc1ccc2[nH]c(=O)c(C(c3nnnn3CC3CCCO3)N3CCN4CCCC4C3)cc2c1 (configuration not stated) | 0 | 2 | 3 | -2.5 | 4 | 0 | 0 | -9 | 126 | 0.7
O=C(C1=C[C@H](c2ccc(C(F)(F)F)cc2)C[C@H](OCCCCO)O1)N1CCN(Cc2ccccc2)CC1 | -1 | -2 | 9 | -0.1 | x | 0 | -2 | -5 | 106 | 0.0
COc1ccc(NC(=O)CCNS(=O)(=O)c2ccccc2F)cc1S(N)(=O)=O | 2 | 2 | 2 | -2.5 | 13 | -5 | -14 | 1 | x | 2.5
Cn1c(=O)c2c(nc(N3CCN(c4ccccn4)CC3)n2Cc2ccccc2Cl)n(C)c1=O | 4 | -4 | 4 | -2.5 | x | x | -3 | -2 | 99 | 0.5
CCOC(=O)C1Cc2c([nH]c3ccccc23)C(C)N1 (configuration not stated) | 1 | -1 | 0 | 0.1 | 0 | -1 | -1 | 3 | 113 | 3.0
O=C(COC(=O)CCC(=O)c1ccccc1)Nc1nnc(-c2ccccc2)o1 | 0 | -1 | -2 | -1.6 | 2 | -3 | -3 | -4 | 102 | -0.2
O=C(N/C(=C\c1ccco1)C(=O)N1CCC(O)CC1)c1ccccc1 | 0 | -6 | 22 | -2.1 | 0 | 15 | -13 | 0 | x | 1.1
COC(=O)c1ccccc1NC(=O)CN(C)S(=O)(=O)c1ccc(OC)c(C)c1 | -2 | -1 | 8 | -2.7 | -2 | x | -3 | -4 | 98 | -1.4
O=C(CCC(=O)Nc1ccc(F)cc1)N/N=C/c1ccc(O)cc1 | -1 | -3 | -12 | 1.2 | 0 | 5 | 0 | 3 | 117 | 0.7
CCCOC(=O)c1ccc(NC(=O)c2ccccc2[N+](=O)[O-])cc1 | 0 | 1 | 22 | -5.6 | 4 | -3 | 1 | -1 | 102 | 1.9
CCCCc1nc2ccccc2[nH]1 | 3 | -6 | 5 | -0.4 | -2 | -1 | -10 | -2 | 107 | 0.4
CCOC(=O)CSc1nc(C(C)(C)C)nc2ccccc12 | -7 | 0 | -1 | -0.4 | -3 | 0 | -5 | 1 | 102 | 0.0
Cc1ccc(C(=O)Nc2c(C)cc(C)c3cccnc23)cc1 | -25 | 0 | -10 | -0.5 | 1 | 2 | -4 | 3 | 114 | -1.6
COc1cccc(CN(C)Cc2cc(=O)oc3c(C)c(C)ccc23)c1 | -10 | 1 | 7 | -3.1 | 8 | -3 | -2 | -5 | 106 | -2.9
CCOC(=O)Nc1ccc2c(c1)nc(CN1CCN(C(C)=O)CC1)n2C | 0 | 0 | 7 | -1.1 | 9 | -1 | -4 | -8 | 127 | -1.3
CCCCC[C@H]1CN(C2CCCCC2)C(=O)[C@@H]1CC(=O)NCc1ccccc1 | -2 | 4 | 5 | -2.0 | x | -4 | -12 | 1 | 97 | -0.4
Cc1cc(C)cc(S(=O)(=O)Cc2noc(C(=O)NCc3ccccc3)c2C(=O)NCc2ccccc2)c1 | -2 | -2 | 1 | -1.5 | x | 3 | 1 | 0 | 102 | 1.7
COc1ccc(CN(C)C(=O)c2ccccc2Sc2ccccc2C#N)cc1OC | 0 | 0 | -2 | -1.6 | 2 | -2 | -6 | -2 | 119 | 0.7
